Compound activity (PubChem)
TSHR antagonist: Antagonists of the Thyroid Stimulating Hormone Receptor: HTS campaign. activity change, negative = inhibition, % at 11.5 µM. Thyrotropin receptor (Homo sapiens), P16473. TSHR-expressing cells, TSH-stimulated cAMP HTRF, 2 h; active compounds read low. AID 504810, 2011. 330,000 tested, 0.2% active;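 active = activity change below a set negative limit, meaning inhibition stronger than a set level, cut at about -70% in these data; inconclusive = activity change between two set negative limits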; note: % is set by controls: 0 for no effect and ±100 for the full control effect
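TSHR-expressing cells were treated with compounds, then stimulated with TSH at EC80 (4nM final) for 2 hours at 37 deg C. Cellular cAMP was measured by HTRF competition between lysate cAMP and cAMP-d2 for a cryptate-labelled anti-cAMP antibody.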
Eya2 inh: qHTS Assay for Inhibitors of the Phosphatase Activity of Eya2; recombinant Eya2, OMFP fluorescence dephosphorylation (OMFP is methylfluorescein phosphate); Potency, µM (series often up to 76.9 µM), without a hit: at the highest dose activity, negative = inhibition, hits mostly inhibitors; 330,000 tested, 0.006% active; AID 488837, 2010; note: potency is the fitted concentration of half-maximal effect; % is set by controls: 0 for no effect and ±100 for the full control effect
Target sequence (O00167 whole entry, looked up): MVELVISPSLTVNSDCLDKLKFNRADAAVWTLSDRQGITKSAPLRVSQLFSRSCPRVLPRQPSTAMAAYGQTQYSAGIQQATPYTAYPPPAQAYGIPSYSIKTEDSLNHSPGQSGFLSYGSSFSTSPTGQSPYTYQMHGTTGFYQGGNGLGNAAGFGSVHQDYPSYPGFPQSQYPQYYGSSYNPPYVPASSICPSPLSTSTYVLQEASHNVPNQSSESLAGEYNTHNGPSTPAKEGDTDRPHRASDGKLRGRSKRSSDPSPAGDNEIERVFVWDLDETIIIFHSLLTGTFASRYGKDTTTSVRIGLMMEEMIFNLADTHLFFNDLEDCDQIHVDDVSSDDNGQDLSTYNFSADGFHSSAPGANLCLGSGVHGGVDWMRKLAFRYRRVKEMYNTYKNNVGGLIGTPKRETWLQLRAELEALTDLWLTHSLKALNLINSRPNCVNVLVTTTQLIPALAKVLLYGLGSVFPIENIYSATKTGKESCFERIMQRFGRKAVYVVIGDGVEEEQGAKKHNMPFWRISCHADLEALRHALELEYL
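Eya2 protein (added as 0.2 uM solution) was preincubated with compound for 10 min at ambient temperature in 50 mM HEPES pH 7.5, 50 mM NaCl, 5 uM MgCl2, 0.05% BSA, 1 mM DTT. OMFP (added at 50 uM) then reacted 10 min; fluorescence read at 485/525 nm.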
USP2a inh: qHTS Assay for Inhibitors of Ubiquitin-specific Protease USP2a Using CHOP2 as the Reporter. AID 463254, 2010. Potency, µM (top dose mostly 38.3 µM), without a hit: at the highest dose activity change, negative = inhibition, hits mostly inhibitors. USP2 core, Ub-CHOP2 coupled fluorogenic reporter, 485/531. 330,000 tested, 0.01% active;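 note: potency is the fitted concentration of half-maximal effect; plate controls were DMSO wells for no effect and full inhibition by NEM control for full effect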
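Deubiquitinase activity read as fluorescence (485/531 nm) after Ub-CHOP2 cleavage activates the enterokinase reporter on its substrate; USP2 core 10nM, Ub-CHOP2 and substrate 25nM each, 30min compound preincubation then 60min RT; data normalized to NEM, curves fitted.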
TCR act: Activators of T cell receptors: qHTS campaign | Potency, µM (top dose mostly 9.22 µM), inactives show at the highest dose activation of IL-2 secretion, most hits filed as activators | AID 504894, 2011 | 330,000 tested, under 10 active | primary human leukocytes, anti-CD3, IL-2 HTRF, 48 h; note: % of control where 0% means no effect
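TCR engagement came from a-CD3 beads alone, with compounds added to primary human leukocytes for 48 hr. Secreted IL-2 bridged europium cryptate- and d2-labelled anti-IL-2 antibodies, giving FRET emission at 665nm after 320nm excitation.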
KCNH2 WT inh: qHTS for Inhibitors of KCHN2 3.1: Wildtype qHTS | U2OS, BacMam KCNH2, thallium flux FluxOr; active compounds read low | activity change, % at 1.84 µM | 340,000 tested, 0.37% active;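 active = maximum activity change below -70%; inconclusive = maximum activity change between -70% and -50%; inactive = maximum activity change above -50%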; note: % is set by controls: 0 for no effect and ±100 for the full control effect
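U2OS cells were transduced with wild-type KCNH2 virus (2.03 x 10^8 / mL) for 4 h at room temperature, then cultured overnight at 37 C. Thallium flux was read with FluxOr dye. Rate constants were normalized to DMSO controls.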
TRPV1 agonist: HTS Assay for Compounds that Act as Agonists of the Vanilloid Receptor 1; Transient receptor potential cation channel subfamily V member 1 (Homo sapiens), Q8NER1; TRPV1-expressing cells, Fluo-8 calcium influx, agonist mode; activation, % at 8.33 µM; 320,000 tested, 0.19% active; AID 540275, 2011; in the data active = activation above about 80%; inconclusive = between about 30% and that limit; note: 0% is about no effect
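TRPV1-expressing cells were cultured overnight at 35.5C and loaded with Fluo-8 calcium dye for 40 to 90 min at room temperature. After a 10 s baseline, compound was added and calcium influx was read kinetically for 3 min (ex 480/em 520 nm).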
Mito fusion act: qHTS Assay for Small Molecule Inhibitors of Mitochondrial Division or Activators of Mitochondrial Fusion; 320,000 tested, 0.23% active; Potency, µM (titrated, usually from 46.1 µM), for inactives: at the top dose growth rescue (activation), usual class: activators; S. cerevisiae fusion-defective mutant growth rescue, CellTiterGlo 48 h;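 note: potency is the fitted concentration of half-maximal effect; % of control where 0% means no effect; nearly all actives have a fitted effect of over 45% in size; temperature-sensitive fusion mutants such as fzo1-1 at 37 °C on non-fermentable ethanol glycerol medium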
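Read-out: ATP-based luminescence (CellTiterGlo, 10 min ambient) reporting growth of fusion-defective ts yeast after 48 hours at 37C on glycerol/ethanol YPEG medium in the presence of compound.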
A-T KAP1 phos: qHTS Assay for Identifying a Potential Treatment of Ataxia-Telangiectasia; AID 485349, 2010; 320,000 tested, 0.19% active; […] A-T fibroblasts, KAP-1 phosphorylation AlphaLISA; neocarzinostatin DNA damage 30 min before lysis; Potency, µM (highest dose often 57.5 µM), without a hit: at the highest dose activation, hits mostly activators; note: potency is the fitted concentration of half-maximal effect; % of control where 0% means no effect; nearly all actives have a fitted effect of over 45% in size
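hTERT-immortalized A-T patient fibroblasts ([…]), 500 cells/well in OPTI-MEM, 1% FBS, got compounds for 60 min, then NCS for 30 min at 37C. Lysates were then assayed for phospho-KAP-1 by AlphaLISA (anti-pKAP1 donor, anti-KAP1 acceptor beads), 6 hr at 25C.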
KCNH2 3.1 inh: qHTS for Inhibitors of KCHN2 3.1: Mutant qHTS; Potassium voltage-gated channel subfamily H member 2, brain isoform KCNH2 3.1 (human); U2OS KCNH2 3.1, thallium flux FluxOr; active compounds read low; activity change, % (tested at about 1.8 µM); 340,000 tested, 0.95% active; AID 720553, 2013;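 active = maximum activity change below -70%; inconclusive = maximum activity change from -70% to -50%; inactive = maximum activity change above -50%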;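 note: thallium influx rate constant from kinetic fluorescence after stimulation buffer; % is set by controls: 0 for no effect and ±100 for the full control effect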
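Thallium flux read-out: FluxOr dye with Red40 quencher in HBSS/HEPES, 45 min at RT. Rate constants from kinetic reads were normalized to positive and negative DMSO controls. Cells: U2OS virally expressing the 3.1 isoform.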
ELG1 repair inh: qHTS screen for small molecules that inhibit ELG1-dependent DNA repair in human embryonic kidney (HEK293T) cells expressing luciferase-tagged ELG1; HEK293T ELG1-luciferase reporter, luminescence, 16 h; DNA damage induced by 5-fluorouridine; Potency, µM (top dose mostly 46.1 µM), for inactives: top-dose activity change, negative = inhibition, usual class: inhibitors; 330,000 tested, 2.3% active; AID 504467, 2011; note: potency is the fitted concentration of half-maximal effect; % is set by controls: 0 for no effect and ±100 for the full control effect; nearly all actives have a fitted effect of over 55% in size
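Step one: seed 2,000 cells per well. Step two: pin-transfer compound or DMSO alongside 5-fluorouridine. Step three: incubate 16 hr, 37 °C, 5% CO2. Step four: add ONE-Glo, wait 30 min, read luminescence.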
* hit, by the source's call; ? = inconclusive; . = not tested or not shown; [ ] = another dose, or the depositor's remark. Unless noted, calls come from the whole dose curve; as a rule, active = well fitted curve in the direction sought with a large enough effect; inconclusive = small, poorly fitted or top-dose-only effect, or another doubt; inactive = no such curve, though single readings can be large; an effect the other way counts as inactive or inconclusive.

SMILES	TSHR antagonist	Eya2 inh	USP2a inh	TCR act	KCNH2 WT inh	TRPV1 agonist	Mito fusion act	A-T KAP1 phos	KCNH2 3.1 inh	ELG1 repair inh
COc1ccc(C(=O)OCC(=O)c2ccc3[nH]c(=O)[nH]c3c2)c(OC)c1OC	-3	-34%	3%	-3%	-19	.	.	4%	-4	-6%
Cc1ccc(C)c(S(=O)(=O)NCCOc2nc(NC(C)C)nc(NC(C)C)n2)c1	-14	-4%	-2%	-4%	2	-2	2%	0%	10	?
Nc1ccc2nn(-c3ccc(Cl)cc3)nc2c1	-12	-3%	-2%	-3%	4	1	10%	18µM*	-1	?
O=c1cc(Cl)[nH]c(=O)n1Cc1ccc(F)cc1	-15	5%	5%	3%	16	1	-1%	19%	-1	10%
Cc1ccc(CN=c2c([N+](=O)[O-])nn(-c3cccc(Cl)c3)n2O)cc1	-6	-5%	8%	0%	4	-2	-2%	-7%	-15	-26%
CN(C1CCCCC1)S(=O)(=O)c1cccc(C(=O)Nc2ccccn2)c1	1	3%	2%	-2%	-9	30	-7%	10%	4	-4%
COc1ccc(-n2cc(-c3ccccc3)c3c(NCCCN4CCOCC4)ncnc32)cc1	-9	-14%	-2%	8%	8	23	-8%	8%	-11	?
COc1cc2nc(SCc3c(C)noc3C)n(CCC3=CCCCC3)c(=O)c2cc1OC	-5	6%	2%	-4%	7	?	0%	7%	-4	?
COC(=O)CC1C(=O)NCCN1C(=O)c1sc2ccccc2c1Cl (configuration not stated)	3	1%	1%	-5%	6	-1	1%	20%	?	2%
Cc1c(C)n2c(SCC(=O)NC3CCCC3)nnc2[nH]c1=O	-9	19%	0%	-3%	-1	-3	3%	-2%	-8	6%
CNC(=O)/C(C#N)=C/c1c(N2CCCCCC2)nc2c(C)cccn2c1=O	-3	5%	-1%	-2%	7	20	5%	-33%	-4	8%
CC(C)C[C@@H](NC(=O)[C@H]1CCCN1C(=O)Cc1ccccc1)C(N)=O	1	1%	6%	-1%	-5	-3	-3%	-7%	-5	3%
COc1ccc(/C=N/N2CCN(c3ccc(Cl)cc3)CC2)cc1	12	5%	2%	.	22	0	1%	13%	23	-6%
CCOc1ccccc1NC(=O)Nc1ccc(CC#N)cc1	-5	3%	-1%	7%	-18	8	-7%	-2%	-20	1%
COC(=O)c1cccc(CN2C(=O)SC(Nc3ccccc3)C2=O)c1 (configuration not stated)	-7	-9%	0%	0%	2	8	-2%	-3%	1	?
O=C(CCn1c(=S)[nH]c2cc3c(cc2c1=O)OCO3)NCc1cccc(Cl)c1	-28	4%	2%	0%	3	10	0%	-5%	8	15%
Cc1cnc(C(=O)OC(C(=O)c2c[nH]c3ccccc23)c2ccccc2)cn1 (configuration not stated)	6	-32%	-1%	-1%	18	-2	7%	-15%	10	?
CC(C)(C)CC(C)(C)NC(=S)N1CCN(Cc2ccc3c(c2)OCO3)CC1	-7	22%	0%	1%	-11	2	-1%	1%	4	-3%
COc1cccc(/C=N/n2nnc3c(cnn3-c3ccccc3)c2=O)c1	2	-7%	2%	6%	-2	24	0%	15%	6	-9%
COC(=O)c1ccc(NS(=O)(=O)c2ccc(OC)cc2)cc1	-4	0%	1%	-8%	40	1	8%	-3%	17	10%
Cc1ccc(-n2c(P(C)(=O)O)nc3ccccc32)cc1	24	33%	-1%	3%	-2	-4	1%	4%	-1	4%
CCCc1cc(=O)c2ccc(OC/C(C)=N/O)cc2o1	-7	0%	0%	12%	-13	25	5%	-2%	1	1%
CCOc1ccc(NC(=O)CCn2cccc2)cc1	-7	11%	-1%	-3%	-1	-2	-1%	-5%	9	13%
Cc1ccc(S(=O)(=O)NCc2ccccc2)cc1C(=O)N1CCN(S(=O)(=O)c2ccccc2)CC1	-8	-3%	-2%	2%	19	-1	1%	9%	7	-6%

A different layout for some results above:
Results follow in this order: TSHR antagonist	Eya2 inh	USP2a inh	TCR act	KCNH2 WT inh	TRPV1 agonist	Mito fusion act	A-T KAP1 phos	KCNH2 3.1 inh	ELG1 repair inh
> COC(=O)c1ccc(NS(=O)(=O)c2ccc(OC)cc2)cc1
 : -4	0%	1%	-8%	40	1	8%	-3%	17	10%
> COc1cccc(/C=N/n2nnc3c(cnn3-c3ccccc3)c2=O)c1
 : 2	-7%	2%	6%	-2	24	0%	15%	6	-9%
> COC(=O)c1cccc(CN2C(=O)SC(Nc3ccccc3)C2=O)c1 (configuration not stated)
 : -7	-9%	0%	0%	2	8	-2%	-3%	1	?
> CCOc1ccc(NC(=O)CCn2cccc2)cc1
 : -7	11%	-1%	-3%	-1	-2	-1%	-5%	9	13%
> Cc1ccc(-n2c(P(C)(=O)O)nc3ccccc32)cc1
 : 24	33%	-1%	3%	-2	-4	1%	4%	-1	4%
> COc1ccc(/C=N/N2CCN(c3ccc(Cl)cc3)CC2)cc1
 : 12	5%	2%	.	22	0	1%	13%	23	-6%

Next entries follow:
SMILES	TSHR antagonist	Eya2 inh	USP2a inh	TCR act	KCNH2 WT inh	TRPV1 agonist	Mito fusion act	A-T KAP1 phos	KCNH2 3.1 inh	ELG1 repair inh
CN(C(=O)COC(=O)c1ccccc1SCC(=O)N1CCCC1)c1ccccc1	1	13%	0%	2%	1	-1	-1%	-6%	6	-9%
O=C(COc1ccccc1)N1CCN(S(=O)(=O)c2ccc(Br)cc2)CC1	-4	6%	2%	5%	-11	4	2%	11%	3	0%
CCOC(=O)c1ccc(NC(=O)CSc2nccn2C)cc1	-2	-20%	2%	-4%	-5	-2	-5%	-1%	-13	?
O=C(O)c1cccc(NC2=C(n3nnc4ccccc43)C(=O)c3ccccc3C2=O)c1	8	-1%	1%	-6%	2	3	2%	-8%	-1	?
COCC1COS(=O)(=O)NC1(C)C (configuration not stated)	13	-1%	1%	3%	0	2	0%	-1%	-10	?
CCc1ccccc1NC(=S)N(CCN1CCOCC1)Cc1ccccc1F	-1	6%	3%	-3%	7	19	-5%	-5%	10	2%
Cn1c(=O)c2c(nc(NCCOc3ccc(F)cc3)n2C)n(C)c1=O	0	-11%	0%	-5%	0	7	4%	-3%	-10	-1%
CCN(CC)C(=S)NC(=O)C12CC3CC(CC(C3)C1)C2	-7	2%	3%	13%	2	2	-3%	6%[11.5 µM]	9	10%
NC(=O)c1c(NC(NC(=O)c2ccco2)C(=O)c2ccc(Cl)cc2)sc2c1CCCC2 (configuration not stated)	4	-2%	-13%	-2%	1	-4	7%	.	0	5%
COc1ccc(C(=O)C2CCCN(C(=O)c3cccnc3OC)C2)c(C)c1 (configuration not stated)	15	-6%	11%	0%	8	4	0%	-3%	-1	-16%
COc1ccc(C(=O)CC(=O)c2ccc(OC)cc2)cc1	6	4%	4%	.	-1	17	2%	3%	-6	?
COc1ccc(C(=O)/C=C/c2ccc(-c3ccccc3)cc2)cc1CSCC(=O)O	0	-7%	0%	.	.	2	0%	17%	.	18%

Continued; the last 2 above are carried over.
SMILES	TSHR antagonist	Eya2 inh	USP2a inh	TCR act	KCNH2 WT inh	TRPV1 agonist	Mito fusion act	A-T KAP1 phos	KCNH2 3.1 inh	ELG1 repair inh
COc1ccc(C(=O)CC(=O)c2ccc(OC)cc2)cc1	6	4%	4%	.	-1	17	2%	3%	-6	?
COc1ccc(C(=O)/C=C/c2ccc(-c3ccccc3)cc2)cc1CSCC(=O)O	0	-7%	0%	.	.	2	0%	17%	.	18%
O=S(=O)(Nc1c(F)cccc1F)c1ccc2c(c1)OCCO2	10	-2%	1%	5%	-5	0	3%	4%	16	2%
Cc1nnc(SCC(=O)Nc2ccc(S(=O)(=O)Nc3ccc(Cl)nn3)cc2)s1	-3	2%	2%	-1%	20	-3	2%	2%	3	7%
O=C(c1ccccc1)c1ccc(C(=O)N2CCOCC2)cc1	-5	-4%	6%	3%	-1	3	-2%	6%	-3	9%
Cc1ccc2c(CC(=O)NC3=NCCS3)coc2c1	-1	-33%	-4%	-3%	1	9	0%	2%	10	?

Only part of the results is shown; the hit share may differ from the screen's.
